# KOR beta-arrestin-1: kappa opioid receptor blockers – cell-based, luminescence, uHTS (AID 1778); KOR beta-arrestin recruitment, luminescence, antagonist mode; higher % means a stronger effect; inhibition, % at 10 µM, or IC50 in µM where a hit was titrated; hit rate 0.091% among 290,000; also: strong numbers were not always called active
# KOR beta-arrestin-2: KOR agonists, beta-arrestin recruitment, primary screen, cell-based, luminescence, uHTS (AID 1777); KOR beta-arrestin recruitment, luminescence; higher % means a stronger effect; activation, % at 10 µM; hits with a dose series show EC50 in µM; hit rate 0.02% among 280,000; in the data active = activation above about 50%, passing the limit was not always enough; also: a part of the inactive calls stands beside numbers as strong as those of hits
# NOD1 NF-kB reporter: inhibition of NOD1-driven NF-kB reporter – cell-based, luminescence, uHTS, primary screen (AID 1578); NOD1-driven NF-kB luciferase reporter cells, luminescence; higher % means a stronger effect; inhibition, % at 4 µM, or EC50 in µM where a hit was titrated; hit rate 1% among 290,000; in the data active = inhibition mostly above about 36%, no sharp cut-off; inactive = mostly below about 34%;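 also: HEK-293T reporter cells stimulated with the NOD1 agonist gamma-tri-DAP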
# Yfh1-off respiration: enhancers of respiration in Yfh1-depleted yeast, dose response, Friedreich's ataxia, plus single-dose screen (AID 1465); S. cerevisiae Yfh1-off respiration, WST-1 reduction, 72 h; higher fold induction means a stronger effect; fold induction at 50 µM, or EC50 in µM where a hit was titrated; hit rate 0.074% among 220,000;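 active = fold induction of absorbance versus untreated yeast above a set limit, then at least 30% activation at any dose in follow-up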;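 also: activators that raise dye reduction in frataxin-depleted yeast; strong numbers were not always called active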
# GPR55 beta-arrestin: selective activators of receptor GPR55 – imaging, U2OS cells, beta-arrestin-GFP redistribution, primary screen (AID 1961); U2OS GPR55 beta-arrestin-GFP redistribution imaging; higher % means a stronger effect; one-dose activation, % at 10 µM; EC50 in µM for titrated hits; hit rate 0.048% among 290,000;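 active = activation above 40% with more than 50 cells counted in the well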;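 also: U2OS osteosarcoma cells stably expressing GPR55 and beta-arrestin-GFP; plate controls were DMSO negative control for no effect and LPI positive control for full effect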
# ER stress rescue: rescue of cells from ER stress-induced death, primary screen, 384-well, CSM14.1, thapsigargin, ATP luminescence (AID 1222); CSM14.1 thapsigargin-induced death rescue, ATP luminescence; higher % means a stronger effect; 190,000 tested, under 10 active; cellular ATP content (survival), % at 20 µM, or EC50 in µM where a hit was titrated;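 active = EC50 below 50 µM in the dose-response confirmation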;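 also: death triggered by thapsigargin at about 15 µM added after 2 h compound pretreatment; cell ATP read after overnight thapsigargin exposure of roughly 18 to 22 hours; normalized against plate controls of thapsigargin alone and 5% DMSO vehicle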
# NTR1 ag: agonists of NTR1, primary screen, imaging, U2OS cells, beta-arrestin-GFP, high content (AID 493036). P30989. NTR1-U2OS beta-arrestin-GFP spot imaging, agonist mode. activation, % at 20 µM. hit rate 0.17% among 330,000;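 active = activation at or above 40% of the spot to cytoplasm intensity ratio, with at least 20 cells analyzed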;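 also: 0% = DMSO without peptide and 100% = 100 nM NTR1 peptide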
# Target sequence (P30989 whole entry, looked up): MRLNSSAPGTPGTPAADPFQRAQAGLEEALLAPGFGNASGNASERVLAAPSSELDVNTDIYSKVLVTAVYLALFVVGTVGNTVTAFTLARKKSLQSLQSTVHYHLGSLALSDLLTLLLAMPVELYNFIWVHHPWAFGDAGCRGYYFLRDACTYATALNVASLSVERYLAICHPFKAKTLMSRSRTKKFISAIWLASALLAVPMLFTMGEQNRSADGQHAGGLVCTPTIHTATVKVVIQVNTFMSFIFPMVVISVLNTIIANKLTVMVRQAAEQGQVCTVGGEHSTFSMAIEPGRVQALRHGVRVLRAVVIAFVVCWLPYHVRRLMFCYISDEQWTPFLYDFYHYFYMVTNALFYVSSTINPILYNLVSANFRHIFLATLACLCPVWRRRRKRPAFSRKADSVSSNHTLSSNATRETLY
# HEK293 NOD2/NF-kB: NOD2 signaling inhibitors, cell-based, luminescence, uHTS, HEK293 (AID 1566). inhibition, % at 4 µM; hits with a dose series show EC50 in µM. HEK293 NOD2/NF-kB luciferase reporter, luminescence; higher % means a stronger effect. hit rate 0.63% among 290,000; also: many of its hits are not listed in these tables
# TNAP activators: stimulation of alkaline phosphatase TNAP activity – biochemical, luminescent, no phosphate acceptor, uHTS, primary screen (AID 1001); purified TNAP, luminescent activation assay, no phosphate acceptor; higher activation fold means a stronger effect; activation fold at 20 µM; hits with a dose series show EC50 in µM; hit rate 0.03% among 200,000; in the data active = activation fold from about 3, or a potency from the dose series; inactive = the rest, 99 in 100 with activation fold below about 1.6; also: many of its hits are not listed in these tables
# NTR1 ag cell count 20 µM: further read-out of NTR1 ag, marked with its call; cell count; measured here: cell count, cytotoxicity flag
# * marks the source's active call; other numbers are inactive results; i = inactive; . = no result given; [ ] = dose if it differs, or a comment. Rule as the data show it, unless noted: active = inhibition above about 50%; inactive = the rest.
SMILES,KOR beta-arrestin-1,KOR beta-arrestin-2,NOD1 NF-kB reporter,Yfh1-off respiration,GPR55 beta-arrestin,ER stress rescue,NTR1 ag,NTR1 ag cell count 20 µM,HEK293 NOD2/NF-kB,TNAP activators
Cc1ccc2nc(-c3ccccc3O)c(Nc3ccc4c(c3)OCCO4)n2c1,42%,2.2%,-46%,i,-0.1%,-1.1%,11,78,-7%,1.2
COc1ccc(/C=N/Nc2ncc(C(F)(F)F)cc2Cl)c(OC)c1OC,26%,6.7%,-18%,i,-0.2%,-5.7%,5.5,34,12%,1
Cc1cc(NC(=O)CCC(=O)NNC(=O)c2ccc(C(C)(C)C)cc2)no1,-4%,7.0%,-29%,i,0.7%,-12%,-0.3,55,-33%,1.1
Cc1cc(C)nc(SCCC(=O)Nc2ccc(F)cc2)n1,15%,-2.7%,-36%,i,-0.3%,0.2%,-0.3,57,12%,1.2
CC(=O)c1c(C)[nH]c(C(=O)OCC(=O)Nc2sc3c(c2C#N)CCC(C)C3)c1C (configuration not stated),14%,6.0%,6%,i,0.0%,.,12,46,29%,.
CCOC(=O)/C(=C/Nc1ccc(F)c(F)c1)[N+](=O)[O-],13%,1.7%,-3%,i,-0.1%,.,0.6,61,20%,.
CCOC(=O)COc1nc(C)c(Br)c(OC)n1,-14%,-2.3%,-19%,i,1.0%,-1.9%,2.0,41,12%,1
COc1ccc(C[C@H]2CN3C(=NC[C@@H]3Cc3ccccc3)N2CCNC(=O)c2ccc(C)c(Br)c2)cc1,15%,2.6%,-25%,i,0.2%,-4.9%,30,85,-1%,1.1
O=C(COc1cc(Cl)c(Cl)cc1Cl)NC(=O)Nc1ccc2c(c1)OCCO2,16%,14%,-25%,i,-0.3%,-1.1%,0.3,54,-3%,1.1
O=C(CCN1CCCC1)Nc1ccc(Br)cc1,-36%,7.9%,-4%,i,0.2%,-1.8%,-1.7,65,-1%,1
COc1ccc(/C=N/NC(=O)CNS(=O)(=O)c2ccc(C)cc2)cc1,-7%,-4.3%,-23%,i,0.2%,-1.5%,0.4,56,19%,1.1
O=C(COCc1nc2ccccc2c(=O)[nH]1)NCC1CCCCC1,0%,-7.3%,-47%,i,0.1%,-2.0%,0.4,40,-8%,1.1
CC(CCc1ccccc1)C(=O)NO (configuration not stated),4%,2.0%,-20%,i,0.2%,-1.8%,-0.7,79,-11%,1.1
Cc1cccc2c(N=Nc3ccc(S(=O)(=O)Nc4ccc(Cl)cc4)cc3[N+](=O)[O-])c(O)[nH]c12,-31%[20 µM],-6.8%,-17%,i,0.2%,0.9%,2.2,49,-13%,0.8
CSCCC(NC(=O)c1ccccc1)C(=O)NC1CCCC1 (configuration not stated),-35%,-1.0%,-9%,i,-0.2%,-0.6%,-0.6,40,10%,1.1
C=CCn1c(SCC(=O)c2ccc(NS(=O)(=O)c3ccccc3)cc2)nnc1-c1cccs1,-14%,-4.1%,-9%,i,0.3%,2.2%,8.6,68,-3%,1.1
O=C(c1ccc2c3c(cccc13)CC2)C1CCCN(Cc2ccc(OCCO)cc2)C1 (configuration not stated),-26%,5.1%,-32%,i,0.2%,-4.2%,-1.3,78,-8%,1
CCCn1nnc(NC(=S)NC(=O)CC)n1,-16%,-2.3%,4%,i,0.3%,-0.1%,0.3,78,9%,1.1
Cc1ccc([N+](=O)[O-])cc1-c1ccc(/C=N\n2nnnc2N)o1,-5%,-2.9%,-32%,i,-0.3%,-1.2%,3.3,89,-11%,1
COc1ccc(CC(=O)N(CC2CCCO2)c2nc3ccccc3s2)cc1 (configuration not stated),-30%,-2.4%,-4%,i,0.3%,0.4%,8.5,38,-5%,1.1
COc1cc(NC(=O)c2cccs2)c(C(=O)OCC(=O)c2cc(C)n(-c3ccccc3)c2C)cc1OC,-68%,8.3%,.,i,0.2%,2.4%,0.5,47,7.3µM*,1.1
O=C1NC(=S)N/C1=C/c1cc([N+](=O)[O-])ccc1N1CCOCC1,24%,-5.8%,-3%,i,-0.4%,-1.3%,-0.9,32,13%,1.6
Cc1ccc(S(=O)(=O)NCC(=O)OCC(=O)c2cc(C)n(-c3ccccc3)c2C)cc1,-25%,18%,-25%,i,-0.3%,-5.0%,0.5,39,12%,1.1
Cc1cc(OCCCCNC(C)C)cc(C(C)C)c1,13%,4.1%,8%,i,-0.3%,-8.8%,1.4,67,-10%,1
O=S(=O)(c1ccc(Cl)c(NC(=S)Nc2ccccc2N2CCOCC2)c1)N1CCOCC1,0%,7.5%,-39%,i,0.5%,-1.0%,-0.9,92,-3%,1
COc1cccc(NC(=O)C2CCN(S(=O)(=O)c3ccc4c(c3)CC(C)N4C(C)=O)CC2)c1 (configuration not stated),-11%,-2.3%,-23%,.,-0.2%,.,-1.1,70,9%,.
CC(=O)NCCn1c(SCC(=O)NCc2ccco2)nc2ccccc2c1=O,-8%,0.1%,6%,i,0.1%,0.1%,-0.2,80,17%,1.1
Nc1ccc(-c2n[nH]c(=O)c3ccccc23)cc1N,10%,5.4%,.,i,0.2%,-0.5%,1.0,85,0%,1.1
CCOc1cccc2cc(C(=O)N3CCN(C/C=C/c4ccccc4)CC3)c(=O)oc12,-31%,0.9%,-10%,i,0.5%,6.0%,1.9,89,6%,1.1
Cc1ccc(CN2C(=O)c3ccccc3Sc3ccc(C(=O)NCCN4CCOCC4)cc32)cc1,-3%,-1.9%,6%,.,-0.1%,.,2.1,50,-36%,.
CC(NC(=O)/C(=C/c1cccc([N+](=O)[O-])c1)NC(=O)c1ccco1)C(=O)O (configuration not stated),-8%,1.8%,-25%,i,-0.2%,1.5%,-1.6,60,7%,1.3
Cc1cccc(NC(=O)C2C(C(=O)O)C3C=CC2C32CC2)c1C (configuration not stated),-32%,8.3%,12%,.,0.3%,-0.3%,-0.9,50,2%,1.1
O=C(CSc1nnnn1C1CCCC1)Nc1cccc(NC(=O)c2ccco2)c1,31%,3.7%,-7%,i,-0.1%,-1.8%,-0.2,36,-4%,1.1
CC(CN1CCCC1)OC(=O)COc1ccccc1 (configuration not stated),-16%,3.2%,-12%,i,0.1%,-0.5%,-0.8,67,17%,1
CC(C)(C)NC(=O)Cc1ccc(S(=O)(=O)N2CCCC2)s1,22%,-0.7%,0%,i,0.5%,-4.4%,0.1,39,5%,1
COc1ccc2nc(NC(=O)CSc3nc4cccnc4n3C)sc2c1,-15%,5.5%,-33%,i,0.3%,.,-4.8,95,-8%,1
O=C(NC1CCCCC1)C(c1ccco1)N(C(=O)c1csnn1)c1cccc(Cl)c1 (configuration not stated),-1%,0.8%,4%,.,0.2%,.,-1.0,40,12%,.
O=C(COc1ccccc1)N1CCN(C(=O)c2cccc(F)c2)CC1,20%,-3.1%,-12%,i,-0.1%,.,0.8,32,6%,1.1
CCCNC(=O)CCn1nc(-c2ccc(Cl)cc2)c2ccccc2c1=O,14%,-4.3%,3%,i,-0.1%,.,1.9,53,18%,.
C(=N\n1cnnc1)/c1ccc(OCc2ccccc2)cc1,21%,1.3%,-14%,i,-0.2%,5.9%,0.0,61,4%,1
CCOC(=O)CSc1nnc(CNC(=O)c2ccco2)n1-c1ccc(F)cc1,-19%,1.4%,-12%,i,-0.1%,-1.9%,2.6,89,-13%,1.1
Cc1ccc(S(=O)(=O)N2CCOCC2)cc1C(=O)NCc1cccnc1,-28%,-2.3%,14%,i,0.3%,4.0%,6.0,47,-1%,1.1
O=C(NCc1ccccc1)c1c[nH]c2ccc(F)cc2c1=O,-7%,-0.2%,-11%,.,-0.1%,.,1.6,60,-2%,.
O=C(NNC(=O)C1CCN(S(=O)(=O)c2ccc(Cl)cc2)CC1)c1ccc(S(=O)(=O)N2CCCCC2)cc1,6%,3.1%,-14%,i,0.1%,-0.3%,2.0,46,18%,1.2
Cc1nnc(N2CCN(c3ccccc3)CC2)[nH]c1=O,17%,2.7%,-1%,i,-0.1%,-0.7%,0.6,56,-1%,1.1
CC(C)N1CCC(=NNC(=O)c2ccc(Br)o2)CC1,1%,2.0%,8%,i,-0.1%,-0.7%,-1.7,59,9%,1
CCc1nc(C)c(-c2ccccc2)c(=O)[nH]1,24%,11%,-18%,i,0.6%,-0.6%,0.9,43,1%,1
Cc1cccc(OCC(=O)N(Cc2ccco2)C2CCS(=O)(=O)C2)c1C (configuration not stated),14%[20 µM],-3.2%,15%,.,-0.1%,.,-1.6,55,8%,.
CC(=O)N(Cc1cc(=O)[nH]c2ccccc12)c1ccccc1,-18%,-1.2%,-2%,i,-0.2%,4.7%,-0.4,50,1%,1.1
Cn1c(NCCO)nc2c(c1=O)C1(CCCCC1)Cc1ccccc1-2,6%,-0.1%,-28%,i,0.4%,-1.0%,13,89,-9%,1.1
CC(C)NC(=O)Cn1cc(C(=O)COc2ccccc2)c2ccccc21,16%,-5.8%,-33%,i,0.1%,-0.8%,3.0,50,14%,1.1
O=C(NCc1nc(-c2ccccc2)cs1)c1ccccc1,-13%,-0.5%,-45%,i,0.3%,3.8%,2.9,57,-12%,1.1
Cc1cc(C)nc(N/N=C/c2c(C)oc3ccccc23)n1,-34%,-0.4%,-43%,i,0.4%,-0.5%,1.2,50,1%,1
O=C(NCC(=O)N1CCOCC1)OCc1ccccc1,0%,-21%,-5%,.,-0.1%,.,-0.6,94,-5%,.
COc1ccc(N2CCN(S(=O)(=O)c3ccc(OC)c(C(=O)N4CCCCC4)c3)CC2)cc1,-11%,0.8%,-25%,.,0.2%,.,1.3,57,4%,.
CCOC(=O)CC1C(=O)NCCN1c1nc2ccc(C)cn2c(=O)c1/C=C1\SC(=S)N(CC(C)C)C1=O (configuration not stated),2%,1.1%,3%,i,-0.1%,.,-1.8,52,36%,.
C=CCn1c(SCC(=O)Nc2c(C)cccc2C)nnc1-c1ccncc1,11%,-6.1%,-4%,i,-0.2%,-2.6%,-0.8,38,0%,1.1

# Entries above that have a COOH group, in the order listed:
SMILES,KOR beta-arrestin-1,KOR beta-arrestin-2,NOD1 NF-kB reporter,Yfh1-off respiration,GPR55 beta-arrestin,ER stress rescue,NTR1 ag,NTR1 ag cell count 20 µM,HEK293 NOD2/NF-kB,TNAP activators
CC(NC(=O)/C(=C/c1cccc([N+](=O)[O-])c1)NC(=O)c1ccco1)C(=O)O (configuration not stated),-8%,1.8%,-25%,i,-0.2%,1.5%,-1.6,60,7%,1.3
Cc1cccc(NC(=O)C2C(C(=O)O)C3C=CC2C32CC2)c1C (configuration not stated),-32%,8.3%,12%,.,0.3%,-0.3%,-0.9,50,2%,1.1

# The list is partial; rates above refer to the full screens.
